Screening results: PubChem BioAssay, National Center for Advancing Translational Sciences (NCATS)
Vif-APOBEC3F blk: inhibitors of Vif-A3F interaction | HeLa A3F-eYFP + Vif (tagged APOBEC3F with the HIV-1 protein that degrades it), YFP fluorescence increase | Potency, µM (series often up to 46.1 µM), for inactives: at the highest dose activity, negative = active | actives 0.2% (n = 390,000); also: potency is read from the fitted curve at half-maximal effect; % of control where 0% means no effect; nearly all actives have a fitted effect of over 65% in size
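HeLa cells stably expressing A3F-eYFP plus Vif, plated and incubated overnight at 37 deg C, then exposed to compounds overnight at 37 deg C. Blocked degradation read as raised yellow fluorescence (Ex 488/Em 500-530).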
D1 potentiator: human D1 dopamine receptor positive modulation; potentiation, % at 10 µM; HEK293 TREx D1 cells, calcium flux, dopamine EC20 potentiation; AID 504651; actives 0.036% (n = 360,000); P21728; in the data active = potentiation above about 30%; also: 0% is about no effect
Target sequence (P21728 whole entry, looked up): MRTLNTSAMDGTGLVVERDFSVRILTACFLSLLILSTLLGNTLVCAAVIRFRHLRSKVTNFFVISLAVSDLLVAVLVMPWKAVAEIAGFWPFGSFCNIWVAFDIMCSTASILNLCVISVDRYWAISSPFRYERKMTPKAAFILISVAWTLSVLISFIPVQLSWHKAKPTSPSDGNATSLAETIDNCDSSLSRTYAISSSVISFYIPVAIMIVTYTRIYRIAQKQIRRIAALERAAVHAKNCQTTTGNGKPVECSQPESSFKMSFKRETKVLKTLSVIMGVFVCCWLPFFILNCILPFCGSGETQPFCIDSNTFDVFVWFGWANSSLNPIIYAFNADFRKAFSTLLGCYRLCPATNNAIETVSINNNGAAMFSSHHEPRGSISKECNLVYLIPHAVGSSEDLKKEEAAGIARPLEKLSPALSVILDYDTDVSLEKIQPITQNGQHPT
RXFP1 agonist: RXFP1 (human) receptor agonism; Q9HBX9; actives 0.3% (n = 370,000); HEK293T-RXFP1 cAMP TR-FRET, 30 min; response scale: percent of porcine relaxin response, buffer zero; AID 2676; Potency, µM (series often up to 57.5 µM), for the others: at the highest dose activation, usual class: activators; also: potency is read from the fitted curve at half-maximal effect; % is scaled to controls: 0 for no effect and ±100 for the full control effect; nearly all actives have a fitted effect of over 60% in size; many of its hits are not listed in these tables
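cAMP rise read by TR-FRET after 30 min, 37C compound exposure (up to 58 uM) in RXFP1-transfected HEK293 cells with Ro 20174 present. EC50 from Hill-equation fits, with 29 nM porcine relaxin as 100% and buffer as basal.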
LDHA inh: LDHA (human) enzyme inhibition; P00338; purified LDHA, NADH/diaphorase-resazurin fluorescence; stronger effect = lower value; activity change, % (values are at about 110 or 230 µM); actives 0.15% (n = 480,000); AID 1347041; in the data active = activity change below about -30%; inconclusive = mostly about -25% to -30%;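 also: plate controls were DMSO wells for no effect and wells without enzyme for full effect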
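Remaining NADH was detected by diaphorase (0.133 mg/mL) converting 37 µM resazurin to fluorescent resorufin, read at 0 and 20 minutes. The preceding 5-minute room-temperature reaction used 2 nM LDHA, 0.2 mM sodium pyruvate and 0.06 mM NADH at pH 7.4.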
D1 agonist: human D1 receptor agonism; P21728; HEK293 T-REx D1 cells, calcium flux, agonist mode; activation, % at 2 µM; actives 1% (n = 360,000); in the data active = activation above about 30%; also: 0% is about no effect
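Inducible HEK293 T-REx D1 cells, force-coupled to calcium signalling, were plated at 4000 cells/well with tetracycline and held overnight at 30 C. After no-wash calcium dye loading, compound-evoked calcium rise over 180 s flagged agonists.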
GRP78 ERSR act: ER stress response induction in glioma. U87-MG GRP78 promoter luciferase reporter, 16 h. Potency, µM, for the others: at the top dose activation, usual class: activators. actives 0.02% (n = 420,000); also: potency is read from the fitted curve at half-maximal effect; series mostly up to about 76 µM; % of control where 0% means no effect; nearly all actives have a fitted effect of over 35% in size
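Stably transfected U87-MG human glioma cells carrying a GRP78-based luminescent sensor were seeded at 1000 cells/well, pin-dosed with compounds and incubated 16 h. Luciferase reagent was then added, and end-point luminescence was read after 10 min at room temperature.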
Vif-A3G inh: Vif-A3G binding inhibition. actives 0.076% (n = 410,000). Potency, µM (series often up to 46.1 µM), for the others: top-dose activity, negative = active, hits mostly inhibitors. AID 602310. Q9HC16. HeLa A3G-eYFP + Vif (tagged APOBEC3G with the HIV-1 protein that degrades it), YFP fluorescence, overnight;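 also: potency is read from the fitted curve at half-maximal effect; % is scaled to controls: 0 for no effect and ±100 for the full control effect; nearly all actives have a fitted effect of over 60% in size; hits raise eYFP signal because A3G escapes Vif-driven loss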
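Read-out is eYFP fluorescence (Ex 488/Em 500-530) from Vif-expressing HeLa A3G-eYFP cells; more signal means A3G escaped Vif-mediated degradation. Cells plated overnight, compound pinned in, incubated overnight at 37 deg C.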
D1 antagonist: antagonists of human D1 dopamine receptor | HEK293 TREx D1 cells, calcium flux, dopamine EC80; stronger effect = lower value | activity change, negative = inhibition, % at 10 µM | actives 3.2% (n = 360,000); in the data active = activity change below about -30%; also: % is scaled to controls: 0 for no effect and ±100 for the full control effect
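Using tetracycline-induced force-coupled D1 Hek293 cells and a calcium dye, signals were followed for 180 s after compound, then for 180 s after EC80 dopamine, to detect inhibitors.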
D2 potentiator: D2 dopamine receptor (human) potentiation. P14416. HEK293 T-REx D2, calcium flux, EC20 dopamine potentiation. potentiation, % at 10 µM. actives 0.34% (n = 340,000);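 active = potentiation over 3 SD above the plate norm, cut at about 30% in these data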; also: 0% is about no effect
Target sequence (P14416 whole entry, looked up): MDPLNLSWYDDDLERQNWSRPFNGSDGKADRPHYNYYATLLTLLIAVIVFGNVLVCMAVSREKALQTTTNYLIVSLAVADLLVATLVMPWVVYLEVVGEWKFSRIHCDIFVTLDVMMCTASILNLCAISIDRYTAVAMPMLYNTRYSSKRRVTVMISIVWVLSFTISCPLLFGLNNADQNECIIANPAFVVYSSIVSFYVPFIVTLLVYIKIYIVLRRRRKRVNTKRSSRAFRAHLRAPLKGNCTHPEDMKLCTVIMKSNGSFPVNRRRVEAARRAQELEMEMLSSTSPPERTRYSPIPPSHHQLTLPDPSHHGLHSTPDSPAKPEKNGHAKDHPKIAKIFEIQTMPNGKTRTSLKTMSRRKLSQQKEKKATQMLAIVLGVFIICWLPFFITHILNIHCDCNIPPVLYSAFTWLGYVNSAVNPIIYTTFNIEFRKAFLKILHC
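Potentiation of an EC20 dopamine calcium response is measured in a force-coupled, tetracycline-inducible Hek293 Trex D2 line. Compound-only kinetic reads over 180 s flag agonists before dopamine addition.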
Numbers without * were called inactive; u = inconclusive; x = no result given; & = joins results of further samples. Unless noted, calls follow the shape of the dose curve; as a rule, active = well fitted curve in the direction sought with a large enough effect; inconclusive = small, poorly fitted or top-dose-only effect, or another doubt; inactive = no such curve, though single readings can be large; an effect the other way counts as inactive or inconclusive. An excerpt; the hit share may differ from the screen's.

SMILES	Vif-APOBEC3F blk	D1 potentiator	RXFP1 agonist	LDHA inh	D1 agonist	GRP78 ERSR act	Vif-A3G inh	D1 antagonist	D2 potentiator
Cc1ccccc1NC(=O)Cn1nc(C(F)(F)F)cc1C1CC1	-3%	0	-0.1%	-15	3	-2%	1%	3	2
CC(C)CCN1C(=O)c2ccc(C(=O)NCc3ccccn3)cc2C1=O	5%	-7	-2.0%	-8	1	-3%	-1%	-1	6
CCOc1ccc2oc(=O)cc(CN3CCN(Cc4ccccc4)CC3)c2c1	-23%	-9	1.7%	-1&7	2	1%	1%	-9	-23
O=C(Nc1c2c(nn1-c1ccccc1)CS(=O)(=O)C2)C1CC1	-14%	x	x	-3	x	-2%	0%	x	x
O=C(N/N=C\c1ccc(Cl)s1)C1COc2ccccc2O1 (stereo not drawn)	3%	2	-0.4%	0	0	0%	u	-4	-5
Cc1cc(C)n(CCC(=O)Nc2cccc(F)c2)n1	2%	-2	-0.2%	-20	4	-4%	0%	16	-17
CC(C)C/C(O)=C/c1nc2cc(Cl)ccc2oc1=O	-9%	2	-1.9%	21	5	-3%	-1%	4	-2
CCOc1ccc(S(=O)(=O)Nc2ccc(-c3ccc(OC)nn3)cc2)cc1	0%	-1	0.9%	3	20	2%	-3%	2	18
COc1cc(/C=C/C(=O)OCC(=O)NCCc2ccccc2)cc(OC)c1OC	4%	6	-0.5%	3	2	-5%	0%	5	-1
O=C(Nc1ccccc1)Nc1ccncc1	0%	2	0.7%	-4	8	3%	-3%	-5	x

Reprinted at random: 2 entries already listed
SMILES	Vif-APOBEC3F blk	D1 potentiator	RXFP1 agonist	LDHA inh	D1 agonist	GRP78 ERSR act	Vif-A3G inh	D1 antagonist	D2 potentiator
Cc1cc(C)n(CCC(=O)Nc2cccc(F)c2)n1	2%	-2	-0.2%	-20	4	-4%	0%	16	-17
CCOc1ccc(S(=O)(=O)Nc2ccc(-c3ccc(OC)nn3)cc2)cc1	0%	-1	0.9%	3	20	2%	-3%	2	18

Going on with the list.
SMILES	Vif-APOBEC3F blk	D1 potentiator	RXFP1 agonist	LDHA inh	D1 agonist	GRP78 ERSR act	Vif-A3G inh	D1 antagonist	D2 potentiator
Cn1c(O)c(C=Nc2ccc(N3CCOCC3)cc2)c(=O)n(C)c1=S	-11%	-14	3.1%	1	23	1%	-17%	5	-6
CC(C)(C)NC(=O)C(c1cccnc1)N(C(=O)c1ccc(Cl)nc1)C1CCCC1 (stereo not drawn)	1%	-4	3.6%	-4	5	-3%	4%	30	-2
CCc1ccc2ncc(C(=O)c3ccc(C)c(C)c3)c(N3CCC(C(N)=O)CC3)c2c1	8%	-4	-2.0%	4	7	0%	-19%	2	4
CCOC(=O)NNC(=O)NCCCCCCNC(=O)NNC(=O)OCC	4%	1	0.5%	-2	2	-4%	0%	-3	-8
COc1ccc(-c2cc(C(F)(F)F)nc(SCC(=O)Nc3ccc4c(c3)OCO4)n2)cc1	-15%	-5	0.1%	-8	2	-2%	-18%	-19	0
CN(CCOc1ccc(Cl)cc1)C(=O)CNS(=O)(=O)c1ccc(N(C)C)c([N+](=O)[O-])c1	-4%	-6	1.4%	-4	9	-5%	-3%	-1	1
CC(=O)Nc1ncnc2c1c(-c1ccc(Cl)cc1)nn2C(C)(C)C	0%	0	-1.5%	1	-1	-4%	-20%	6	8
O=C1C=CN(C(=O)Oc2ccccc2)CC1	-3%	-6	-2.1%	-7	1	-2%	-3%	-1	6
CCOc1ccccc1N(CC(=O)Nc1c(C)n(C)n(-c2ccccc2)c1=O)S(=O)(=O)c1ccccc1	-8%	-1	2.9%	1	2	-6%	-1%	-13	6
OCCN(Cc1ccccc1)Cc1ccc(C(F)(F)F)cc1	1%	-6	0.7%	-12	2	-2%	-8%	0	-6

Sorted by length of the SMILES (ascending): 13 of the compounds above.
SMILES	Vif-APOBEC3F blk	D1 potentiator	RXFP1 agonist	LDHA inh	D1 agonist	GRP78 ERSR act	Vif-A3G inh	D1 antagonist	D2 potentiator
O=C(Nc1ccccc1)Nc1ccncc1	0%	2	0.7%	-4	8	3%	-3%	-5	x
O=C1C=CN(C(=O)Oc2ccccc2)CC1	-3%	-6	-2.1%	-7	1	-2%	-3%	-1	6
Cc1cc(C)n(CCC(=O)Nc2cccc(F)c2)n1	2%	-2	-0.2%	-20	4	-4%	0%	16	-17
OCCN(Cc1ccccc1)Cc1ccc(C(F)(F)F)cc1	1%	-6	0.7%	-12	2	-2%	-8%	0	-6
O=C(N/N=C\c1ccc(Cl)s1)C1COc2ccccc2O1 (stereo not drawn)	3%	2	-0.4%	0	0	0%	u	-4	-5
CCOC(=O)NNC(=O)NCCCCCCNC(=O)NNC(=O)OCC	4%	1	0.5%	-2	2	-4%	0%	-3	-8
CC(=O)Nc1ncnc2c1c(-c1ccc(Cl)cc1)nn2C(C)(C)C	0%	0	-1.5%	1	-1	-4%	-20%	6	8
Cn1c(O)c(C=Nc2ccc(N3CCOCC3)cc2)c(=O)n(C)c1=S	-11%	-14	3.1%	1	23	1%	-17%	5	-6
COc1cc(/C=C/C(=O)OCC(=O)NCCc2ccccc2)cc(OC)c1OC	4%	6	-0.5%	3	2	-5%	0%	5	-1
CC(C)(C)NC(=O)C(c1cccnc1)N(C(=O)c1ccc(Cl)nc1)C1CCCC1 (stereo not drawn)	1%	-4	3.6%	-4	5	-3%	4%	30	-2
CCc1ccc2ncc(C(=O)c3ccc(C)c(C)c3)c(N3CCC(C(N)=O)CC3)c2c1	8%	-4	-2.0%	4	7	0%	-19%	2	4
COc1ccc(-c2cc(C(F)(F)F)nc(SCC(=O)Nc3ccc4c(c3)OCO4)n2)cc1	-15%	-5	0.1%	-8	2	-2%	-18%	-19	0
CCOc1ccccc1N(CC(=O)Nc1c(C)n(C)n(-c2ccccc2)c1=O)S(=O)(=O)c1ccccc1	-8%	-1	2.9%	1	2	-6%	-1%	-13	6

Next entries.
SMILES	Vif-APOBEC3F blk	D1 potentiator	RXFP1 agonist	LDHA inh	D1 agonist	GRP78 ERSR act	Vif-A3G inh	D1 antagonist	D2 potentiator
O=C(CSc1nnc(-c2cccs2)n1CC1CCCO1)c1cc2ccccc2o1 (stereo not drawn)	8%	-7	2.9%	-4	1	-2%	-5%	-2	-8
O=S(=O)(Cc1ccccc1)NCC1CCCN(Cc2ccc(F)c(F)c2)C1 (stereo not drawn)	4%	-9	0.1%	-1	0	-1%	0%	-8	-19
Cc1c(C(=O)N2CCN(c3ccc([N+](=O)[O-])cc3)CC2)sc2ncn(CC(=O)N3CCOCC3)c(=O)c12	3%	x	7.5%	3	54*	-1%	1%	9	6
Cc1cc(NC(=O)c2ccc3c(c2)C(=O)N(CCC(C)C)C3=O)no1	11%	-4	2.5%	-4	1	-5%	0%	8	-13
COc1ccc(NC(=O)CCS(=O)(=O)c2cc3c4c(c2)CCN4C(=O)CC3)cc1OC	6%	-2	-0.3%	-3	3	-2%	6%	8	10
COC(=O)c1ccc(NC(=S)NCCc2cccc(C)c2)cc1	2%	-10	0.2%	-5	21	-6%	1%	-29	0
CNC(=S)N(Cc1ccc(Cl)cc1)Cc1cccs1	-20%	-1	-1.3%	-9	8	-2%	-4%	-16	-2
CCOC(=O)N1CCN(C(=O)CN(C)S(=O)(=O)c2ccc(OCC)cc2)CC1	-11%	-6	-2.4%	-4	0	-3%	0%	4	x
COc1ccc(N(C(=O)CNC(=O)c2ccco2)C(C(=O)NCC2CCCO2)c2ccc(OC)c(OC)c2)cc1 (stereo not drawn)	7%	x	1.0%	4	6	-5%	1%	-1	x
Cc1cccc(-c2ccc3c(c2)C2CC3CCN2)c1 (stereo not drawn)	-1%	x	x	1	x	-5%	-1%	x	x
COc1ccc(CCNC(=O)c2c(C)nc3ccccn23)cc1	4%	-3	12%	-3	6	-2%	0%	0	3
CCN(CC(=O)NC1CCS(=O)(=O)C1)C(C)C(=O)Nc1ccc(F)cc1 (stereo not drawn)	1%	11	1.7%	0	-2	-5%	6%	11	-3
CCOC(=O)c1sc2nc(C)nc(NCc3cccnc3)c2c1C	0%	1	0.7%	-9	2	-9%	-3%	12	-3
COc1ccc(/C(=N/OC(C)=O)c2nccc3cc(OC)c(OC)cc23)cc1OC	-1%	1	-3.0%	2	5	-3%	-2%	-8	28
O=C(CSc1nc(-c2ccccc2)c(-c2ccccc2)[nH]1)N1CCN(S(=O)(=O)c2ccccc2)CC1	-3%	4	-1.3%	-7	1	-1%	-5%	-3	5
COc1nc(=O)n(C2OC(CO)C(O)C2O)cc1C (stereo not drawn)	6%	x	x	-2	x	1%	3%	x	x
O=C(Nc1cccnc1)c1cccs1	-3%	-2	1.0%	-2	8	-4%	-2%	-13	-4
c1ccc(CCCCNCC2COc3ccccc3O2)cc1 (stereo not drawn)	-14%	-4	1.4%	-1	10	-2%	-5%	-8	-43
O=S(=O)(Nc1ccccc1Cl)c1cccc2nsnc12	1%	-3	3.6%	-9	0	0%	0%	12	1
CC1CCCCC1NC(=O)COn1nnc2ccc(Cl)cc21 (stereo not drawn)	-7%	10	1.9%	-1	0	1%	1%	7	-1
Cc1cccc(N2CCN(Cc3nnc(-c4ccc5c(c4)OCO5)o3)CC2)c1C	0%	-2	-2.3%	1	-1	-3%	2%	2	20
COCCNC(=O)Cn1c(=O)n(CCCCCC(=O)NCc2ccc3c(c2)OCO3)c(=O)c2sccc21	-6%	15&4	5.8%&7.4%	-16	6&0	0%	1%	-1&4	-1&-2
COc1ccc(CSc2nc(CSC)cc(N3CCOCC3)n2)cc1	-5%	-7	0.0%	5	5	-2%	-8%	-19	2
N#C/C(=C\c1ccccc1OCc1ccc(C(=O)O)cc1)c1ccccc1	-12%	-6	9.8%	-2	4	9%	1%	-6	-3
CCS(=O)(=O)N1CCC(C(=O)Nc2ccc3c(c2)CCC3)CC1	-6%	1	0.1%	0	-1	-2%	2%	10	1
CCCCN1C(=O)CC(N2CCOCC2)C1=O (stereo not drawn)	-14%	-5	-1.0%	-3	2	-1%	2%	-7	3
Nc1c(C(=O)c2ccccc2O)cnn1-c1ccc(S(=O)(=O)N2CCOCC2)cc1[N+](=O)[O-]	x	-4	1.6%	x	0	x	x	-17	19
O=C1CCCN1CCC12CC3CC(CC(C3)C1)C2	1%	0	0.5%	0	0	-2%	1%	10	x
